PfHsp40 yeast: restores yeast growth despite PfHsp40 toxicity; actives 0.68% (n = 340,000); S. cerevisiae expressing PfHsp40, growth rescue, ATP luminescence; growth rescue, % at 12.5 µM; AID 504582; in the data active means growth rescue above about 28%, passing the limit was not always enough; inconclusive means no clear call, values can overlap the other calls;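 further: yeast W303a lacking pdr1 and pdr3 grown in galactose medium; growth measured after three days at 30 °C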
Mtb BioA inh: BioA (M. tuberculosis) enzyme inhibition. purified M. tuberculosis BioA enzyme, plate reader. inhibition, % at 9.99 µM. actives 0.096% (n = 360,000). AID 602481; in the data active means inhibition above about 40%; inconclusive means no clear call, values can overlap the other calls
BoNT A protease: blocks Botulinum neurotoxin A light chain protease | inhibition, % at 10 µM | multiplex microsphere protease substrate cleavage, flow cytometry | AID 588499 | actives 0.17% (n = 360,000); further: plate controls were buffer without enzyme for full effect and enzyme alone for no effect
UGM FP inh: inhibitors of M. tuberculosis UDP-galactopyranose mutase; P9WIQ1; purified UGM, fluorescence polarization probe displacement; inhibition, % at 10 µM; actives 0.06% (n = 320,000); AID 504406; in the data active means inhibition above about 10%, passing the limit was not always enough; inconclusive means no clear call, values can overlap the other calls
Target sequence (P9WIQ1 whole entry, looked up): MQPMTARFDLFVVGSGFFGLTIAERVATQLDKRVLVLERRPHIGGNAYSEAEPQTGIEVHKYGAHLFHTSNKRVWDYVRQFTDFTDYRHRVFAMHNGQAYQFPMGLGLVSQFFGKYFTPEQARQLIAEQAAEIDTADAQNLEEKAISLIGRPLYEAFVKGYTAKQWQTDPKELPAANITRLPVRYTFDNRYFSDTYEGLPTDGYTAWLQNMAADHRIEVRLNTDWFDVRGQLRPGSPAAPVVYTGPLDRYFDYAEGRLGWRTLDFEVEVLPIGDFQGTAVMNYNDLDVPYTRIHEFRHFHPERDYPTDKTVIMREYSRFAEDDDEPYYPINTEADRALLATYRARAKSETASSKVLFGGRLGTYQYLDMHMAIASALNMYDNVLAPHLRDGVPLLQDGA
FadD28 binding: inhibitors of Mycobacterium tuberculosis FadD28 bisubstrate binding; FadD28 bisubstrate probe binding, fluorescence polarization; inhibition, % at 12.5 µM; actives 0.22% (n = 360,000); in the data active means inhibition above about 8.5%, passing the limit was not always enough; inconclusive means no clear call, values can overlap the other calls
GDH-TPI counter: counter-screen for M. tuberculosis FBA inhibitors: GDH-TPI coupled enzymes. actives 1.2% (n = 360,000). GDH-TPI coupled enzyme counterscreen, NADH absorbance. inhibition, % at 4.8 µM; in the data active means inhibition above about 30%;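 further: 0% = DMSO wells and 100% = wells lacking the enzyme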
Anthrax LF inh2: blocks Bacillus anthracis lethal factor protease | P15917 | multiplex microsphere protease cleavage assay, LF | inhibition, % at 10 µM | actives 0.12% (n = 360,000) | AID 588501; further: plate controls were buffer without enzyme for full effect and enzyme alone for no effect
BoNT F protease: blocks Botulinum neurotoxin F light chain protease. Multiplex microsphere protease cleavage assay, flow cytometry. inhibition, % at 10 µM. actives 0.22% (n = 360,000); in the data active means inhibition above about 35%, passing the limit was not always enough; inconclusive means no clear call, values can overlap the other calls; further: plate controls were buffer without enzyme for full effect and enzyme alone for no effect
Mtb FBA inh: inhibitors of M. tuberculosis fructose-bisphosphate aldolase; P9WQA3; purified M. tuberculosis FBA, fluorescence read-out; inhibition, % at 1 µM; actives 2.3% (n = 360,000); in the data active means inhibition above about 27%;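 further: 0% = vehicle and 100% = reference inhibitor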
Target sequence (P9WQA3 whole entry, looked up): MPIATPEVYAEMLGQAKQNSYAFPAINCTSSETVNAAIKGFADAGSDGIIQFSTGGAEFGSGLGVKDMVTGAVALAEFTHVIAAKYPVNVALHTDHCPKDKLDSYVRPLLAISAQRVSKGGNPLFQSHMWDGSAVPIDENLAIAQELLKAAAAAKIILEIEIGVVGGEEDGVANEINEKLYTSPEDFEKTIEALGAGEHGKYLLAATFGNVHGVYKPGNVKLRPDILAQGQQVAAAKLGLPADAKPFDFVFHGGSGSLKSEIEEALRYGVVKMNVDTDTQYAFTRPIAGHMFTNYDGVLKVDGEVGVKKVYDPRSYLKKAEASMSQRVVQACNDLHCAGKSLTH
Numbers without * were called inactive; ? = inconclusive; . = no result given. Unless noted, no stated cut-off is given here; in the data, active means inhibition above about 30%; inconclusive means no clear call, values can overlap the other calls; inactive means below that. No enrichment for hits. Share with any hit: about 4.7%.

A first look:
SMILES | PfHsp40 yeast | Mtb BioA inh | BoNT A protease | UGM FP inh | FadD28 binding | GDH-TPI counter | Anthrax LF inh2 | BoNT F protease | Mtb FBA inh
COc1cc(CC(=O)OCc2ccccc2F)cc(OC)c1OC | -0.5 | 0.8 | 1.1 | -1.8 | 0.0 | -4 | -6 | -6 | 1
C#CCN(C[C@@H](CC(C)C)NC(=O)OC(C)(C)C)S(=O)(=O)c1ccc(Br)cc1F | 1.8 | -0.4 | -0.4 | . | -0.6 | 5 | -5 | -1 | 1

The whole of this part, repeating the preview:
SMILES | PfHsp40 yeast | Mtb BioA inh | BoNT A protease | UGM FP inh | FadD28 binding | GDH-TPI counter | Anthrax LF inh2 | BoNT F protease | Mtb FBA inh
COc1cc(CC(=O)OCc2ccccc2F)cc(OC)c1OC | -0.5 | 0.8 | 1.1 | -1.8 | 0.0 | -4 | -6 | -6 | 1
C#CCN(C[C@@H](CC(C)C)NC(=O)OC(C)(C)C)S(=O)(=O)c1ccc(Br)cc1F | 1.8 | -0.4 | -0.4 | . | -0.6 | 5 | -5 | -1 | 1
Cc1nc2c(C)cccn2c1C(=O)c1ccccc1 | 0.1 | 0.8 | -0.2 | 3.1 | -2.2 | 26 | -5 | -7 | -2
S=C(Nc1ccccc1)N1CCn2cccc2C1c1cccnc1 (stereo unspecified) | -2.4 | . | -0.3 | 1.4 | -3.2 | 3 | 0 | 2 | -2
O=C(CCn1c(=O)[nH]c2ccsc2c1=O)N1CCc2ccccc2C1 | -2.0 | 0.7 | -1.1 | 3.1 | -0.8 | 11 | 3 | 7 | -3
Cc1nn(C)c(C)c1NC(=O)Nc1cccc(C(F)(F)F)c1 | -0.6 | . | -0.3 | -0.2 | -0.1 | 8 | -4 | -6 | 1
COc1ccc(CCn2c(=N)c(S(=O)(=O)c3ccc(Cl)cc3)cc3c(=O)n4ccccc4nc32)cc1 | -0.3 | -2.6 | -36 | 3.6 | 1.3 | 2 | -15 | -87 | 0
Cc1ccccc1NC(=O)CSc1ccsc1[N+](=O)[O-] | 2.2 | -0.7 | -0.4 | 4.5 | -8.1 | 15 | -4 | -10 | -1
CN(CC(=O)Nc1ccc(F)cc1)CC(=O)N1CCCC1 | -0.9 | -0.1 | 1.8 | -0.1 | -1.1 | -1 | 4 | 14 | 3
CC(C)Oc1ccc(CCc2n[nH]c(=S)n2-c2ccccc2)cc1 | 3.9 | 1.9 | 1.1 | 1.7 | -2.4 | -7 | -10 | 0 | 1
O=C(COc1ccc(Br)cc1)NN1C(=O)c2ccccc2C1=O | . | -0.2 | . | 1.2 | -0.9 | -6 | . | . | 2
Cc1ccsc1/C=C1/NC(=O)N(Cc2ccc(F)cc2)C1=O | 0.3 | . | 0.8 | 3.3 | -0.9 | 20 | -1 | -3 | 3
CN(C)c1ccc(C=Nc2ccccc2)cc1 | -0.3 | -1.4 | ? | 0.5 | -1.1 | 46* | 1 | -13 | 1
COc1ccc(OC)c(NC(=O)C2CCCN2C(=O)C2CCC(C)CC2)c1 (stereo unspecified) | 0.1 | -1.2 | -0.1 | -0.9 | -3.9 | -2 | -10 | -12 | -1
COC(=O)CC1C(=O)NCCN1C(=O)c1sc2ccccc2c1Cl (stereo unspecified) | 1.8 | . | -0.5 | 1.0 | -1.0 | 12 | -9 | -2 | 0
Cc1cccc(NC(=O)CSc2nnc(-c3ccccc3)n2N)c1C | -0.1 | -0.3 | 20 | 0.0 | -4.0 | -8 | -18 | 22 | -1
O=C(CCCSc1nc2ccccc2c(=O)[nH]1)c1ccccc1 | 1.1 | 0.4 | -0.4 | 1.8 | -1.6 | 1 | -5 | 0 | 1
Cc1nc(SCc2ccc(F)cc2)n[nH]1 | -0.7 | 0.5 | -4.1 | -0.7 | . | -5 | 2 | -7 | 2
Cc1ccc(OCC(=O)NNC(=O)C2CCCO2)c(C)c1 (stereo unspecified) | 2.4 | -3.1 | -1.3 | -1.1 | -0.5 | -1 | -4 | -1 | 3
O=C1c2oc3ccccc3c(=O)c2C(c2ccccn2)N1Cc1ccccc1 (stereo unspecified) | 0.8 | -0.6 | -0.6 | 4.7 | -1.5 | 2 | -2 | -14 | 3
O=C(O)CSc1cc(NS(=O)(=O)c2cccc([N+](=O)[O-])c2)c2ccccc2c1O | 96* | 0.0 | -0.4 | . | 4.0 | 4 | 0 | -1 | 4
CCOC(=O)C1CCN(C(=O)CCNS(=O)(=O)c2ccc(C)cc2)CC1 | -1.1 | -4.0 | 4.5 | 1.9 | . | 10 | 0 | 5 | 8
COc1ccc(S(N)(=O)=O)cc1C(=O)NCCCN1CCN(c2ccccc2OC)CC1 | 0.7 | -0.4 | 2.5 | -2.1 | 0.5 | -1 | 0 | 14 | 2
NC(N)=NC(N)=Nc1cccc2ccccc12 | -0.7 | -0.8 | -2.3 | -1.0 | -3.4 | -12 | -11 | ? | 4
NC(=O)c1ccc(Cn2c(C(=O)c3ccc(Cl)cc3)c3ccccc3[n+]2[O-])cc1 | -0.7 | 22 | 0.7 | -1.6 | -1.0 | 8 | 4 | -4 | 0
O=C(Nc1ccccc1F)N1CCC(NC(=O)C23CC4CC(CC(C4)C2)C3)CC1 | 1.5 | -0.4 | 0.1 | 1.3 | 0.6 | 2 | -2 | 7 | 1
Cc1cccc(N(C(=O)CCC(=O)Nc2cc(C)on2)C(C(=O)NC2CCCC2)c2ccc(C)o2)c1 (stereo unspecified) | -0.6 | . | -0.3 | -1.2 | -1.9 | 7 | 0 | 1 | -5
CC(C)(C)C(=O)C[n+]1ccccc1 | -2.0 | -1.8 | -0.5 | -1.7 | -0.9 | 9 | 1 | -6 | 7
O=C(Nc1ccc(F)cc1)c1cccnc1N1CCOCC1 | -0.5 | . | 0.1 | 0.7 | 1.3 | 16 | -1 | 1 | 1
CCCCn1c(N)c(N(CCOC)C(=O)c2ccc(S(=O)(=O)N3CCCCCC3)cc2)c(=O)[nH]c1=O | -0.7 | -0.2 | . | 3.9 | -0.8 | -1 | . | . | 1
O=C(CSC1=NS(=O)(=O)c2cc(F)ccc2N1)Nc1ccccc1 | -0.3 | . | 4.3 | . | 0.4 | 1 | 5 | -2 | 4
Cc1ccc(C)c(CS(=O)(=O)c2cn(CC(=O)N3CCCCC3)c3ccccc23)c1 | 20 | 0.1 | -0.3 | -0.2 | -3.1 | -1 | 0 | 6 | -1
COc1c(NC(C)=O)c2ccccc2c2ccccc12 | 0.3 | -0.1 | -0.2 | 2.0 | -1.2 | 1 | -7 | -1 | 3
CCSc1nsc(NC(=O)Nc2cccc(OC)c2)n1 | 5.7 | -2.3 | 0.5 | 1.7 | 0.9 | 1 | -4 | -11 | 0
COn1c(=O)c(-c2ccc(C)cc2)[n+]([O-])c2ccccc21 | -1.8 | -0.7 | -1.4 | 2.7 | . | 12 | 0 | -7 | -2
CCOC(=O)c1ccc2c(c1)nc(SCC(=O)N1CCCCC1)n2CC | 0.5 | 1.8 | 1.2 | -1.2 | -1.3 | 5 | 9 | 13 | -1
Cc1cc(C(F)F)n2ncc(C(=O)NCCc3ccc(Cl)cc3)c2n1 | 1.6 | 4.2 | 0.9 | 2.4 | -4.3 | 3 | -1 | ? | 5
C=CC(C)n1c(Br)nc2c1c(=O)[nH]c(=O)n2C (stereo unspecified) | 0.5 | . | -0.4 | -0.1 | -0.4 | 7 | -4 | -6 | 4
COCCCNC(=O)Cn1c(=O)n(CCCCCC(=O)Nc2ccccc2)c(=O)c2sccc21 | -2.0 | . | -0.7 | 1.2 | 0.5 | 4 | 0 | -15 | 2
COc1ccc(-c2cc(C(=O)NCCN3CCOCC3)c3ccccc3n2)cc1OC | -2.1 | -0.9 | -2.4 | -2.9 | -0.3 | 16 | -6 | -15 | 0
O=C(Nc1cccc(C(F)(F)F)c1)C1CC(=O)N(CCc2ccccc2)C1 (stereo unspecified) | -1.2 | 1.0 | 3.3 | -0.4 | . | 0 | -5 | 2 | -2
CS(=O)(=O)N1CCN(Cc2ccccc2C(F)(F)F)CC1 | -0.1 | -1.5 | 1.5 | -0.8 | -0.6 | -6 | 0 | 22 | -1
CCCN1CCN(CC(=O)Nc2nncs2)CC1 | -0.7 | 1.9 | -3.7 | 1.0 | -2.0 | -1 | -18 | -4 | 1
C[C@@H](C(=O)Nc1ccc2ccccc2c1)[C@@H]1C[C@@]1(C)[C@@H](NC(=O)c1cccnc1)c1ccccc1 | 0.3 | 0.3 | 0.2 | 0.7 | -0.2 | 1 | -9 | 2 | 0
CN1CCN(/N=C/c2nc(-c3ccc(Cl)cc3)n3ccccc23)CC1 | -0.8 | . | 0.5 | 4.9 | 0.3 | 28 | -3 | -12 | -3
O=C(/C=C/c1ccc(Cl)cc1Cl)N1CCN(c2ccc([N+](=O)[O-])c(N3CCOCC3)c2)CC1 | 3.3 | . | -0.6 | . | -3.8 | 0 | -3 | -2 | 2
CCCCOC(=O)Nc1ccc(N(C)C)cc1 | 0.4 | . | -0.3 | 0.4 | -0.9 | -3 | -4 | -23 | -2
COc1ccc(NC(=O)c2ccccc2Oc2ccccc2)cc1 | 1.4 | -2.3 | -2.0 | 2.2 | -1.4 | 7 | -1 | ? | 0
CC1Cn2c(nnc2C23CC4CC(CC(C4)C2)C3)S1 (stereo unspecified) | 2.4 | -0.4 | -0.1 | 0.2 | -2.4 | 2 | 0 | 7 | 0
O=C(NCc1ccco1)c1ccc(Oc2ccccc2)cc1 | -1.1 | 0.4 | -0.3 | -2.1 | -0.8 | -1 | -1 | -1 | 0
O=C(CN1C(=O)CC(c2ccccc2)S(=O)(=O)c2ccccc21)N1CCCC1 (stereo unspecified) | -0.2 | -2.5 | -0.9 | -0.6 | 0.1 | -5 | -3 | 0 | -2
CC(C)C(=O)O/N=C(\N)c1ccccn1 | -0.5 | . | -0.5 | 3.1 | -2.1 | 0 | -7 | -8 | -2
Cc1ccc(NC(=O)C(C)N2C(=O)c3ccccc3C2=O)c(C)c1 (stereo unspecified) | 1.1 | 1.1 | 2.8 | -1.7 | -0.1 | 5 | -14 | -29 | 1
COc1cc(/C=N/NC(=O)CNC(=O)c2ccco2)ccc1O | 0.4 | -0.1 | -0.1 | -0.3 | 0.3 | 9 | -2 | 4 | 4
N#Cc1ccc(NC(=S)/N=C(\N)c2ccccc2)cc1 | . | -3.5 | -0.8 | . | -0.9 | . | 1 | 1 | 2
COc1cc(S(=O)(=O)N(Cc2ccc(C)cc2)Cc2ccco2)ccc1-n1cnnn1 | 1.1 | 2.3 | -0.3 | -0.6 | -2.5 | 1 | 1 | -5 | -1
Nc1ccc(C(=O)N/N=C2/CN3CCC2CC3)cc1 | -0.6 | -1.4 | -0.2 | -4.5 | 0.3 | 17 | -1 | 3 | -1
O=C(Nc1ccnn1C1CCN(C2CCCCC2)CC1)c1cccc(F)c1 | 1.2 | -2.2 | -3.7 | . | -1.7 | -2 | -2 | 0 | 1
O=C(Nc1ccccc1C(=O)Nc1ccccn1)c1ccc([N+](=O)[O-])cc1 | 0.1 | . | -0.7 | 1.3 | -1.5 | -2 | -4 | -3 | 1
COC(=O)c1ccccc1-n1c(CCC(=O)O)ccc1-c1ccc(F)cc1 | 0.5 | -4.8 | 2.5 | 2.5 | . | 15 | -3 | 4 | 7
(listing goes on)
SMILES | PfHsp40 yeast | Mtb BioA inh | BoNT A protease | UGM FP inh | FadD28 binding | GDH-TPI counter | Anthrax LF inh2 | BoNT F protease | Mtb FBA inh
Cc1cc(C)cc(NC(=O)c2ccc([N+](=O)[O-])o2)c1 | 13 | . | 0.2 | . | 0.4 | 20 | -6 | -8 | -1
CC1CCCCN1CCCNC(=O)c1nn(C)c2c1CS(=O)(=O)c1ccccc1-2 (stereo unspecified) | 3.6 | -2.1 | 0.6 | -1.1 | -0.6 | 11 | -2 | -3 | 2
C=CCN(C(=O)CCC(=O)Nc1cc(C)on1)C(C(=O)NC1CCCC1)c1ccc(C)cc1 (stereo unspecified) | 1.2 | -0.2 | -3.0 | 4.0 | -2.5 | -4 | 6 | -12 | 0
CCCN=CC1=C(O)CC(c2ccccc2)CC1=O (stereo unspecified) | 0.6 | . | -0.9 | 2.2 | 0.3 | -2 | 3 | -9 | 1
